# Bioassay records (PubChem)
# HT1080-NT tox = qHTS for induction of synthetic lethality in tumor cells producing 2HG: qHTS for the HT-1080-NT fibrosarcoma cell line. HT-1080-NT fibrosarcoma viability, CellTiter-Glo ATP luminescence, 48 h. Potency, µM (top dose mostly 46.1 µM), for the others: at the top dose activity, negative = less viability, actives largely listed as cytotoxic. actives 1.6% (n = 360,000). AID 686970, 2013;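 further: NT is the 2HG producing partner of a matched IDH1 knockdown line; potency means the concentration at half of the fitted maximal effect; 0% = DMSO-treated cells and -100% = media-only wells without cells; nearly all actives have a fitted effect of over 55% in size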
#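 Luminescent CellTiter-Glo readout after 48 hours of compound exposure at 37 degrees C defined viability of HT-1080-NT cells. Activity was normalized to DMSO wells and cell-free media wells; concentration-response curves were fitted and assigned curve classes.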
# SW480 rereplic = A quantitative high throughput screen for small molecules that induce DNA re-replication in SW480 colon adenocarcinoma cells | SW480 DNA re-replication, Hoechst DNA content imaging, 48 h | Potency, µM (top dose mostly 46.1 µM), inactives show at the highest dose re-replication activation, actives largely listed as activators | actives 1.8% (n = 340,000) | AID 624297, 2012; further: potency means the concentration at half of the fitted maximal effect; % of control where 0% means no effect; nearly all actives have a fitted effect of over 55% in size
#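 Treated cells incubate 48 hr (37 C, 5% CO2), are stained 40 min with Hoechst, and nuclear fluorescence is enumerated; a rise in nuclei with high DNA signal marks re-replication.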
# MCF10A rereplic = A quantitative high throughput screen for small molecules that induce DNA re-replication in MCF 10a normal breast cells; Potency, µM (series often up to 46.1 µM), for the others: at the highest dose activity, positive = re-replication, hits mostly activators; actives 2.9% (n = 350,000); MCF 10A DNA re-replication, Hoechst nuclear intensity, 48 h; further: potency means the concentration at half of the fitted maximal effect; % of control where 0% means no effect; nearly all actives have a fitted effect of over 50% in size
# KB-V1 MDR tox = qHTS assay for MDR1-selective chemotherapeutics: Primary screen using the drug-selected MDR subline cells KB-V1; Potency, µM (doses to about 46.1 µM), for inactives: at the top dose activity change, negative = cytotoxicity, usual class: cytotoxic; KB-V1 MDR cells viability, CellTiter-Glo, 72 h; actives 3.4% (n = 400,000); further: potency means the concentration at half of the fitted maximal effect; on the % scale 0 is the no-effect control and ±100 the full control effect; nearly all actives have a fitted effect of over 60% in size
#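 Cells of the MDR subline KB-V1 are plated, dosed with compound at multiple concentrations, and incubated 72 h at 37 degrees C; CellTiter-Glo is then added and luminescence read after 10 min.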
# KB-3-1 cytotox = qHTS assay for MDR1-selective chemotherapeutics: Primary screen using the parental adenocarcinoma cell KB-3-1. KB-3-1 viability, CellTiter-Glo ATP luminescence, 72 h. Potency, µM (highest dose often 46.1 µM), without a hit: top-dose activity change, negative = cytotoxic, most hits filed as cytotoxic. actives 1.4% (n = 400,000); further: potency means the concentration at half of the fitted maximal effect; on the % scale 0 is the no-effect control and ±100 the full control effect; nearly all actives have a fitted effect of over 60% in size
#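 Parental KB-3-1 adenocarcinoma cells in phenol-red-free DMEM with 10% FBS were pin-treated with compounds at several concentrations, incubated 72 h at 37 °C, and viability read by CellTiter-Glo luminescence; concentration-effect curves were fitted after normalization.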
# IL-1B inflam inh = qHTS for Inhibitors of Inflammasome Signaling: IL-1-beta AlphaLISA Primary Screen; actives 4.7% (n = 360,000); AID 743279, 2014; THP-1 LPS/ATP IL-1B secretion, AlphaLISA, 16 h; hits give low values; activity change, % at 57.5 µM; in the data active means activity change below about -50%; inconclusive means mostly about -30% to -49%; further: on the % scale 0 is the no-effect control and ±100 the full control effect
#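 THP-1 cells pretreated 1 hr with compounds (up to 57.5 uM final), then stimulated with LPS (250 ng/mL final) plus ATP (1.25 mM final); secreted IL-1B measured by AlphaLISA after 16 hr, decreased signal indicating inhibition.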
# HT1080 IDH1KD tx = qHTS for induction of synthetic lethality in tumor cells producing 2HG: qHTS for the HT-1080-IDH1KD cell line | HT-1080 IDH1 knockdown viability, ATP luminescence, 48 h | actives 2% (n = 360,000) | AID 686971, 2013 | Potency, µM (highest dose often 46.1 µM), without a hit: at the highest dose activity, negative = toxicity, most hits filed as cytotoxic;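 further: potency means the concentration at half of the fitted maximal effect; 0% = DMSO wells and -100% = cell-free medium wells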
#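 Viability of IDH1-knockdown HT-1080 fibrosarcoma cells was assessed by CellTiter-Glo after 48 h at 37 °C with titrated compound; concentration-effect curves were classified by fit quality and response size.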
# ATXN2 expr inh = Primary qHTS for Inhibitors of ATXN expression; Potency, µM (series often up to 57 µM), for inactives: at the highest dose activity change, negative = inhibition, hits mostly inhibitors; HEK-293 ATXN2-luciferase reporter, luminescence, 24 h; actives 0.72% (n = 360,000); further: potency means the concentration at half of the fitted maximal effect; on the % scale 0 is the no-effect control and ±100 the full control effect; nearly all actives have a fitted effect of over 55% in size
#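 ATXN2-luciferase reporter cells (luciferase flanked by upstream and downstream ATXN2 gene portions) were treated 24 h at 37 °C with compounds at up to 57 uM. SteadyGlo luminescence gave expression; GF-AFC fluorescence gave viability.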
# S2 tox = Viability Counterscreen for Primary qHTS for Inhibitors of ATXN expression. S2 cells (HEK-293 line with an ATXN2-luciferase reporter) viability, CellTiter-Fluor protease fluorescence, 24 h. Potency, µM (series often up to 56.7 µM), usual class: cytotoxic. actives 0.49% (n = 400,000); further: potency means the concentration at half of the fitted maximal effect; nearly all actives have a fitted effect of over 40% in size
# The depositor's hits bear a star; i = inactive; ? = inconclusive; · = no result given; [ ] = remark or other dose. Unless noted, the call rests on the fitted dose curve; in most records, active means well fitted curve in the direction sought with a large enough effect; inconclusive means small, poorly fitted or top-dose-only effect, or another doubt; inactive means no such curve, though single readings can be large; an effect the other way counts as inactive or inconclusive.
molecule	HT1080-NT tox	SW480 rereplic	MCF10A rereplic	KB-V1 MDR tox	KB-3-1 cytotox	IL-1B inflam inh	HT1080 IDH1KD tx	ATXN2 expr inh	S2 tox
CCOc1cc(/C=C(/C#N)c2ccc(Cl)cc2)cc(Cl)c1OCC(=O)O	-2.1%	24.0%	?	0.3%	-2.7%	31.7	-22.4%	?	i
CSc1nncc(-c2ccc(F)c(F)c2)n1	10.4%	-2.3%	-2.3%	-4.7%	20.4%	-9.1	9.6%	-1.5%	i
c1ccc2c(C(c3nnnn3-c3ccc4c(c3)OCCO4)N3CCCC3)ccnc2c1 (stereo unspecified)	6.8%	·	·	1.4%	2.9%	51.4	1.2%	-12.8%	?
O=C(O)c1ccccc1-c1ccccc1C(=O)Nc1nccs1	3.4%	-10.2%	-0.1%	-12.3%	-4.6%	12.7	6.6%	1.3%	i
O=S(=O)(c1ccc(NC(=S)NCc2ccco2)cc1)N1CCCC1	-1.3%	2.3%	9.1%	27.7%	-0.3%	16.2	-3.5%	-1.3%	i
COc1cc2nc(N(CCCN(C)C)C(=O)c3ccc(S(=O)(=O)N4CCc5ccccc5C4)cc3)sc2cc1OC	-0.6%	?	9.0%	3.6%	-0.1%	-96.2*	-1.7%	-7.4%	i
c1ccc(-c2noc(-c3cccnc3NCc3ccco3)n2)cc1	·	·	·	-15.4%	11.9%	·	·	240.5%[activator]	i
Cc1cc(NC(=O)C2(c3ccccc3)CCCC2)no1	7.7%	-8.5%	-0.7%	-1.3%	11.8%	24.6	7.1%	-12.6%	i
Cc1nc(SCCC(C)C)c([N+](=O)[O-])[nH]1	0.6%	-4.1%	15.3%	?	-5.3%	66.3	-17.4%	2.4%	i
CC1CCN(CCCNC(=O)CN2C(=O)CSc3ccc(S(=O)(=O)N4CCC(C)CC4)cc32)CC1	-9.3%	-4.1%	-7.6%	4.4%	-2.9%	?	-4.1%	·	i
CC1CCN(C(=O)c2[nH]cnc2C(=O)N[C@@H](Cc2ccccc2)C(=O)OC(C)(C)C)CC1	13.0%	14.0%	-19.2%	8.9%	6.7%	21.5	7.4%	-4.7%	i
CCCN1Cc2cc(OC)ccc2-c2ccccc2S1(=O)=O	-1.0%	0.4%	?	-12.7%	-2.8%	5.0	-3.1%	-6.9%	i
CN(CCc1ccccn1)Cc1ccc(Cl)cc1Cl	1.6%	-15.8%	-0.6%	-6.5%	11.6%	-7.3	?	25.5%	i
CC(C)CCN(CCC(C)C)C/C(O)=C(\C#N)c1nc(-c2ccccc2)cs1	5.2%	7.2%	-0.6%	12.0%	-1.3%	-14.1	-11.3%	-8.9%	i
O=C(N/N=C1\C/C(=N\NC(=O)c2ccncc2)c2ccccc21)c1ccncc1	-0.1%	-0.1%	-5.3%	?	-14.9%	27.6	-6.4%	·	i
O=C(NC(NC(=S)Nc1ccccc1)C(Cl)(Cl)Cl)c1cccc(Cl)c1 (stereo unspecified)	?	?	?	?	?	-94.5*	?	?	i
Cc1nn(CCO)c(N)c1C1(O)C(=O)Nc2c(Cl)cc(Cl)cc21 (stereo unspecified)	-28.8%	?	?	-12.8%	?	106.4	-11.9%	2.2%	?
O=C(CCn1nc(-c2ccc(Cl)cc2)ccc1=O)NCCc1ccccc1	·	·	·	?	7.4%	·	·	1.1%	i
COC(=O)CCC(=O)NN1C(=O)c2ccccc2C1=O	3.0%	7.1%	?	0.0%	-0.5%	-1.5	1.0%	-13.3%	i
CC(=O)c1ccc(N2CCN(C(=O)C3CCN(S(=O)(=O)c4cccc5nonc45)CC3)CC2)cc1	·	·	·	-3.1%	-27.3%	·	·	-4.6%	i
O=C1CC(C(=O)N(c2cccc(F)c2)C(C(=O)NC2CCCC2)c2ccccn2)CS1 (stereo unspecified)	1.4%	-0.2%	-1.8%	-13.5%	4.8%	24.4	-1.2%	19.0%	i
O=C(NCc1ccccn1)c1cc(-c2ccc(Cl)cc2)nc2ccccc12	6.9%	0.1%	18.4%	11.6µM*	-10.7%	3.0	-0.2%	4.1%	i
O=C(NC(=S)N1CCN(Cc2ccccc2)CC1)c1cccnc1	11.0%	0.8%	-0.7%	4.0%	-4.7%	17.0	26.1%	1.3%	i
N=c1oc2ccccc2cc1-c1nc2ccccc2c(=O)[nH]1	3.8%	-11.7%	3.5%	6.5%	0.6%	0.1	-2.8%	4.9%	i
C[C@@H]1CN([C@H](C)CO)C(=O)CCCn2nncc2CO[C@@H]1CN(C)S(=O)(=O)c1ccc(Cl)cc1	-17.5%	·	·	17.3%	-0.3%	3.7	-8.8%	-4.8%	i
O=C(NCCN1CCN(c2ccccc2F)CC1)C1COc2ccccc2C1 (stereo unspecified)	·	·	·	-1.2%	1.7%	·	·	-5.2%	i
COc1ccccc1NC(=O)c1cc2c(CO)cnc(C)c2oc1=Nc1ccc(OC)c(OC)c1	-11.0%	-11.8%	-3.6%	-8.8%	6.5%	35.9	-16.2%	-22.6%	i
Cc1cccc(C(=O)Nc2c3c(nn2C(C)(C)C)CS(=O)(=O)C3)c1	18.9%	1.5%	0.7%	-8.4%	-9.7%	-11.1	1.1%	0.4%	i
COCCCNC(=S)NNC(=O)c1cc(-c2cccnc2)nc2ccccc12	7.9%	-2.5%	-1.1%	·	·	12.0	17.3%	3.8%	i
COc1ccc(N2CCN(C(CNC(=O)c3ccco3)c3cccnc3)CC2)cc1 (stereo unspecified)	2.3%	-3.6%	2.7%	-9.4%	-8.9%	14.4	6.8%	-0.8%	i
O=[N+]([O-])c1cccc(-c2n[nH]c(=S)n2-c2ccccc2)c1	0.5%	-12.4%	0.1%	25.7%	12.6%	25.1	-2.4%	3.6%	i
CCCCn1c(=O)[nH]c(=O)c2c1nc(-c1ccc3ccccc3c1)n2CC	15.8%	-6.1%	22.5%	-15.3%	11.8%	-4.6	13.7%	4.1%	i
CCCc1cc(=O)oc2cc(OC(C)C(=O)NCC3CCC(C(=O)O)CC3)ccc12 (stereo unspecified)	-3.5%	-10.2%	0.4%	?	0.0%	0.0	?	-2.5%	i
C[C@@H]1CN([C@H](C)CO)S(=O)(=O)c2ccc(C#CC3CCCC3)cc2O[C@H]1CN(C)C(=O)Cc1ccccc1	?	·	·	?	?	-80.6*	?	?	22.4µM*
CC(C)(C)OC(=O)N[C@@H](Cc1ccccc1)C(=O)NCC1CCC(C(=O)O)CC1 (stereo partly specified)	3.3%	-2.8%	-1.6%	2.7%	4.3%	12.3	-2.1%	·	i
CC1(C(=O)NS(=O)(=O)c2ccc(F)cc2F)CCN1C(=O)c1ccccc1 (stereo unspecified)	8.2%	·	·	11.1%	0.0%	0.0	?	-1.1%	i
COc1ccccc1CC(=O)Nc1ccc(-c2nnc(-c3ccco3)o2)cc1	0.4%	-0.5%	?	?	2.9%	?	-1.7%	19.5%	?
CCCCOC(=O)c1ccc(NC(=O)Cc2coc3ccc(C(C)C)cc23)cc1	·	·	·	-23.0%	-8.9%	·	·	?	?
COc1ccc(OCC(O)Cn2c(N3CCCCC3)nc3c2c(=O)n(C)c(=O)n3C)cc1 (stereo unspecified)	-7.8%	-8.5%	14.1%	0.0%	-1.8%	35.1	-2.2%	-9.9%	i
O=C(NCCC1=CCCCC1)C(=O)NCc1ccccc1Cl	24.1%	2.1%	-14.7%	0.0%	4.2%	4.5	1.9%	3.5%	i
C=CCOc1ccc(C2/C(=C(\O)c3c(C)[nH]c(C(=O)OC)c3C)C(=O)C(=O)N2CCN(C)C)cc1 (stereo unspecified)	17.7%	-9.9%[9.22 µM]	-1.6%	?	17.5%	21.3	10.0%	-11.0%	i
Cc1ccc(F)c(S(=O)(=O)NC(=O)C2(C)CCN2C(=O)C/C=C/c2ccccc2)c1 (stereo unspecified)	2.1%	·	·	3.6%	0.0%	35.5	0.4%	2.0%	i
COc1ccc(OC)c(NC(=O)CN2CCC(NC(=O)c3ccccc3C)CC2)c1	-1.9%	-12.9%	?	9.2%	0.1%	3.2	2.3%	-4.9%	i
S=c1[nH]nc(-c2cccc(Cl)c2)n1/N=C/c1ccc(-c2ccccc2Br)o1	6.1%	-4.5%	11.9%	7.3%	?	25.1	3.7%	·	?
Cc1cc(Oc2ccc(=O)n(C)n2)nc(SCc2ccccc2)n1	-13.4%	i[1.84 µM]	?	1.6%	2.0%	2.5	0.2%	-4.8%	i
CC(=Nc1cccc(O)c1)c1sc2ccccc2c1O	-4.3%	0.9%	-4.0%	2.1%	2.6%	28.9	?	104.2%[activator]	i

# Rows are unselected; about 11% have a hit in one of these screens.
